# Kir21 block = inhibitors of mouse Kir2.1 inward-rectifier potassium channel; HEK293-Kir2.1, FluxOR thallium flux fluorescence; hits give low values; AID 1672; B-score at 10 µM; P35561; 310,000 compounds, 0.85% hits;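 active = fluorescence ratio B-score at or below minus 3 SD of library scores, with starting-brightness B-score within 2 SD, cut at about -4.2 in these data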;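 also: channel flux triggered by added potassium and thallium sulfate stimulus; B-score of peak minus minimum fluorescence over baseline after thallium stimulus; more negative B-score means stronger Kir2.1 block with less thallium influx; some compounds called inactive have numbers as strong as hits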
# Target sequence (P35561 whole entry, looked up): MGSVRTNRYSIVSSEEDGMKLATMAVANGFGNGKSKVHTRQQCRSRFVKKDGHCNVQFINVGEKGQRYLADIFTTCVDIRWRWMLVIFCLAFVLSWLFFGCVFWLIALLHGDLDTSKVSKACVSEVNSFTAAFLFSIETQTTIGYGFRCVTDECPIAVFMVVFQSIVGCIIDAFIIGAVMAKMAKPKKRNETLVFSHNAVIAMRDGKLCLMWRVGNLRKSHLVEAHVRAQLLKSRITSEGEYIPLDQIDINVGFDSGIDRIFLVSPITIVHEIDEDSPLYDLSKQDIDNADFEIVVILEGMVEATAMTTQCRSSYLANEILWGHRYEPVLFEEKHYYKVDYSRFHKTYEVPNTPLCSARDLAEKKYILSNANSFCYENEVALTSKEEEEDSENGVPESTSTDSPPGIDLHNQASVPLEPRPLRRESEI
# CHT block = inhibitors of human choline transporter CHT; 310,000 compounds, 0.86% hits; CHT-expressing cells, membrane potential dye, choline response; hits give low values; B-score at 10 µM; Q9GZV3; AID 488975;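 active = B-score over 3 SD under the library average, and starting fluorescence ratio not unusually high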;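 also: choline stimulus applied at its EC90 after an EC20 pre-addition; B-score computed on integrated fluorescence ratio after choline addition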
# Target sequence (Q9GZV3 whole entry, looked up): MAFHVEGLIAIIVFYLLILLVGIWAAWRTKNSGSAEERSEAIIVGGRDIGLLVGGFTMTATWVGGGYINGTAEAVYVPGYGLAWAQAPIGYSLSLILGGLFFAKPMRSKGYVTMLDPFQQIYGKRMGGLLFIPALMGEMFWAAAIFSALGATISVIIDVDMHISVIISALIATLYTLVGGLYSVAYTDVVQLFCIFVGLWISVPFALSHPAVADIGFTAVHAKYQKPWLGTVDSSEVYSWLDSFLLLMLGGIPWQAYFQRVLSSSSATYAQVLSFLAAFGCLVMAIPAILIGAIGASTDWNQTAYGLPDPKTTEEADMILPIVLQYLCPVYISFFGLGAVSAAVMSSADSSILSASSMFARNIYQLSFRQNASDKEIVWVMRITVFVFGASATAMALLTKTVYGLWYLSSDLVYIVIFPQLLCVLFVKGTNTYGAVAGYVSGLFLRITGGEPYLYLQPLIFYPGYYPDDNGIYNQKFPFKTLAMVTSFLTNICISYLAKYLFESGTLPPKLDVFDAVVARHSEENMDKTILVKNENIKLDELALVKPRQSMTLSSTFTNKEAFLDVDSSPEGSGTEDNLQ
# The depositor's hits bear a star; i = inactive; . = no result given.
No.	compound	Kir21 block	CHT block
1	Cc1ccccc1NS(=O)(=O)c1cc(C(=O)Nc2cccnc2)ccc1C	0.31	i
2	Cn1c(O)c(C=Nc2ccc(N3CCOCC3)cc2)c(=O)n(C)c1=S	0	.
3	COc1ccc(N2CC(C(=O)N(CC(C)C)c3c(N)n(Cc4ccccc4)c(=O)[nH]c3=O)CC2=O)c(OC)c1 (stereo not given)	-1.1	i
4	Cc1cccc(NC(=O)CCN2C(=O)C3C4CCC(C4)C3C2=O)c1C (stereo not given)	-0.67	i
5	CC(=O)c1coc2ccc(OCC(=O)O)cc12	1.8	i
6	CCOC(=O)Cn1c(=N)n(Cc2ccccc2F)c2ccccc21	.	i
7	O=[N+]([O-])c1ccc(C2=Nc3cc(Cl)ccc3OC2)cc1	0.77	i
8	COc1ccc(C2c3[nH]c4ccccc4c3CCN2C(=O)Cc2nonc2C)c(F)c1 (stereo not given)	-1.2	i
9	O=C(O)c1ccc(S(=O)(=O)N2CCOCC2)o1	-0.32	i
10	Cn1c(=O)c2c(nc(N3CCN(c4ccccn4)CC3)n2Cc2ccccc2Cl)n(C)c1=O	-0.64	i
11	Cc1ccc2nc(NC(=O)c3ccc(-c4nc5ccccc5s4)s3)sc2c1	.	i
12	Cc1cc2c(cc1C)C(c1ccsc1)CC(=O)N2 (stereo not given)	-1.1	i
13	COc1cc(CN2CCC(n3nccc3NC(=O)C3CCOC3)CC2)ccc1F (stereo not given)	1.4	i
14	CS(=O)(=O)c1ccccc1-c1nnc(NC(=O)Cc2ccccc2)o1	-0.56	i
15	CC1(C)C2CCC1(CS(=O)(=O)N1CCCc3ccccc31)C(=O)C2 (stereo not given)	-0.77	i
16	CC(C)c1nnc(NC(=O)COc2ccc3ccccc3c2)s1	-0.12	i
17	COc1ccccc1N1CC(C(=O)OC(C)C(=O)N2CCCc3ccccc32)CC1=O (stereo not given)	-1.8	i
18	CCOC(=O)C1(Cc2cccc(OC)c2)CCN(C(C)COC)CC1 (stereo not given)	0.07	i
19	O=C(O)c1cc(-c2ccccc2)on1	1.5	i
20	CC1CCCN(C(=O)c2ccc3nc[nH]c3c2)C1 (stereo not given)	-0.69	i
21	CCc1nc(N2CCOCC2)c(C#N)c2c1CCCC2	-1.5	i
22	COc1ccc(Cn2c(=O)[nH]c3cc(C(=O)N4CCN(c5ccc(OC)cc5)CC4)ccc3c2=O)cc1	-0.79	i
23	Cc1ccc(-n2nc(C(=O)O)cc2-c2ccccc2)cc1	0	i
24	COc1cc(NC(=O)COc2ccc(F)cc2)nc(OC)n1	1.5	i
25	Cc1cccc(-n2ncc3c(N4CC(C)CC(C)C4)ncnc32)c1 (stereo not given)	0.67	i
26	CC1=NN(C(=O)c2ccccc2Br)C(O)(c2ccc(Cl)cc2)C1 (stereo not given)	0.73	i
27	CN(Cc1ccccc1)C1=CC(=[N+]2CCCCC2)CC(C)(C)C1	-2.7	i
28	Cc1ccc(N(Cc2cc(=O)[nH]c3ccccc23)C(=O)CCl)cc1	-0.01	i
29	CC(C)(C)OC(=O)N1CCC[C@@H]1CO	.	i
30	CC(C)CCN1C(=O)c2ccc(C(=O)N3CCCCC3)cc2C1=O	-0.23	i
31	CCOC(=O)N1CCN(C(=O)C2CCN(S(=O)(=O)c3c(C)cc(C)cc3C)CC2)CC1	-0.81	i
32	O=S(=O)(NCc1cccnc1)c1ccc2c(c1)OCCO2	-1.3	i
33	CCn1c(CNC(=O)c2cc(OC)c(OC)c(OC)c2)cc2cc(C)ccc21	-1.3	i
34	Cc1cc(C)c2c(=O)c3c(oc2c1)C(=O)N(CCO)C3c1cccc(O)c1 (stereo not given)	2.5	i
35	CCN(CC)S(=O)(=O)c1ccc(NC(=O)c2cc(C(=O)OC)cc([N+](=O)[O-])c2)cc1	0.28	i
36	CC(OC(=O)COc1ccccc1[N+](=O)[O-])C(=O)Nc1ccc(N2CCOCC2)cc1 (stereo not given)	0.18	i
37	Cc1ccc(Cl)c2sc(NC(=O)C3=COCCO3)nc12	-0.64	i
38	CCOC(=O)Cn1c(=O)c2c(nc(N3CCOCC3)n2C)n(C)c1=O	0.43	i
39	CC(=O)c1ccccc1NC(=O)Cn1c(=O)cnc2ccccc21	-0.77	i
40	CC(C)N(Cc1cnn(C)c1)Cc1nc(-c2ccc(Cl)cc2)no1	-0.03	i
41	N#C/C(=C(/O)c1cc2ccccc2o1)c1nc2ccccc2s1	0.91	i
42	Cc1cc(C(c2ccc(O)cc2)c2cc(C)c(O)cc2C)c(C)cc1O	1.1	i
43	COc1cccc(-n2nc3c(=O)n(Cc4ccccc4Cl)nc(C)c3c2C)c1	0.08	i
44	Cc1ccc2cc(CN(CC3CCCO3)C(=O)NC3CCCCC3)c(=O)[nH]c2c1C (stereo not given)	0.6	i
45	O=C(CCCCCn1c(=S)[nH]c2cc3c(cc2c1=O)OCO3)N1CCN(C2CCCCC2)CC1	1.9	i
46	Cn1c(SCc2ccc(Cl)cc2)nnc1C1CC1	-0.13	i
47	Cc1ccc2[nH]c(-c3cccc(N)c3)cc2c1	0.02	i
48	COc1ccc(NC(=O)c2ccc(NC(=O)c3ccco3)cc2)c(OC)c1	-2	i
49	COc1ccc(CN(C)C(=O)CCN2C(=O)c3ccccc3C2=O)c(OC)c1OC	1.3	i
50	CC(C)c1ccc(NC(=O)NC2CCCCC2)cc1	-0.85	i
51	Cc1cccc(Cn2c(=O)n(CCCC(=O)NCc3ccco3)c(=O)c3ccccc32)c1	1.6	i
52	NC(=O)[C@@H]1CCNc2c(I)cc([N+](=O)[O-])cc2C(=O)N[C@@H](CCC(=O)O)C(=O)N[C@@H](CO)C(=O)N1	.	i
53	O=C(CSc1nc2nc(-c3cccs3)cc(C(F)(F)F)c2c(=O)[nH]1)C(F)(F)F	-1.2	i
54	COCCNC(=S)NN=C1CCCCCC1	-0.21	.
55	Oc1ccc(-c2[nH]ncc2-c2ccc(Cl)cc2)c(O)c1	-0.02	i
56	Cc1ccc(C(=O)N/C(=C\c2ccco2)C(=O)N2CCOCC2)cc1C	0.32	i
57	COc1cc(-c2noc(C)c2-c2ccc(N(C)C)nc2)cc(OC)c1OC	0.41	i
58	O=C1C2ON(c3ccccc3)C(c3cccnc3)C2C(=O)N1c1ccccc1 (stereo not given)	-0.84	i
59	NC(=S)Nc1cc2ccccc2c2ccccc12	-2.5	i
60	CCC(=O)Nc1nnc(Sc2ccc(N(C)C)cc2)s1	4.5	i

# Additional records:
No.	compound	Kir21 block	CHT block
61	CCSc1ccc(C(=O)NCC(=O)O)cc1	-0.12	i
62	O=C1CC(c2ccc(Cl)cc2)CC(O)=C1C=NCc1ccc(Cl)c(Cl)c1 (stereo not given)	0.44	i
63	Cc1nc2ccccn2c1C(=O)N/N=C/c1cc(C)n(-c2ccc(Cl)cc2)c1C	2	i
64	COc1cc(NC(=O)Cc2cccs2)c(C(=O)O)cc1OC	-1.2	i
65	COc1ccc(/C=C2\SC(N3CCCCC3)=NC2=O)cc1OC	-0.31	i
66	O/N=C/c1ccc2ccccc2c1	0.46	i
67	O=C(CCc1c[nH]c2ccccc12)NC1CC1	-0.3	i
68	Cc1cnc(C(=O)Nc2cc(S(=O)(=O)N3CCOCC3)ccc2N2CCN(C)CC2)cn1	-0.5	i
69	Oc1ccc(N=Nc2ccc3c(c2)OCCO3)c2ncccc12	1.1	i
70	N/C(=N\NC(=O)c1cccs1)c1cc2cc(Cl)ccc2oc1=O	-0.04	i
71	Cc1c(NC=C(C#N)C#N)c(=O)n(-c2ccccc2)n1C	-0.65	i
72	O=C(Nc1ccc(F)c(Cl)c1)c1cc(-c2ccco2)on1	-2.5	i
73	CC(NS(=O)(=O)c1ccc(F)cc1)C(=O)NCc1ccncc1 (stereo not given)	-1.1	i
74	O=C(COc1ccc(S(=O)(=O)N2CCOCC2)cc1)NCc1ccco1	-0.02	i
75	Cc1cccc(NC(=O)C2CCN(S(=O)(=O)c3cccs3)CC2)n1	0.09	i
76	COc1ccc(C2(C(=O)N3CCOCC3)CCOCC2)cc1OC	-0.66	i
77	O=c1[nH]c(C2CCN(S(=O)(=O)Cc3ccccc3)CC2)nc2c1nnn2Cc1ccccc1	0.67	i
78	COc1ccc(C(=O)/C=C/c2ccc(OC)c(CN3CCOCC3)c2)cc1	-1.8	i
79	Cc1ccc(Nc2nnc(SCC(=O)Nc3cccc(S(=O)(=O)NC4=NCCCCC4)c3)s2)c(C)c1	-0.19	i
80	COc1ccc(CCNC(=O)Cc2cc(OC)c(OC)cc2Br)cc1OC	-0.44	i
81	C=CCNC(=O)c1c(CSc2ccc(Cl)cc2)noc1C(=O)NCc1ccccc1	1.3	i
82	CCOc1ccc(-c2nnn(CCC(=O)O)n2)cc1OC	0.48	i
83	CN(C(=O)CSc1nc(-c2ccc(F)cc2)cs1)C1CCS(=O)(=O)C1 (stereo not given)	-0.68	i
84	Cc1ccc(Nc2nc3c(s2)CCC3)c(C)c1	0.97	i
85	CCCc1ccc(S(=O)(=O)NCc2nnc(SC)n2C)cc1	-2	i
86	Cc1ccc(-n2nc3c(=O)n(CC(=O)c4ccc(F)cc4)nc(C)c3c2C)cc1	0.73	i
87	O=C(CSCc1ccc(F)cc1)Nc1nc2c(s1)CCCC2	-0.68	i
88	COc1cc(C(=O)Nc2cccnc2)cc(OC)c1OC	0.69	i
89	CC(C)N=C(NC#N)SCc1ccccc1	1.3	i
90	COCCNS(=O)(=O)c1ccc2c(c1)oc(=O)c1cc(S(=O)(=O)NCCOC)ccc12	-0.05	i
91	COc1ccc(OC)c(S(=O)(=O)N2CCC3(CC2)CC(=O)c2ccccc2O3)c1	1.9	i
92	COc1cccc2cc(-c3nnc(SCC(=O)Nc4ccc(NC(C)=O)cc4)n3C)oc12	-0.06	i
93	O=C(CCn1nnc2ccccc21)OCC(=O)c1ccc(F)cc1	-1.9	i
94	CC(=O)c1sc(N)nc1C	0.05	i
95	CCCn1c(SCC(=O)Nc2ccccc2N2CCOCC2)nc2c1c(=O)n(C)c(=O)n2C	1	i
96	O=C(NNC(=O)c1ccccc1O)c1ccc(-c2ccc([N+](=O)[O-])cc2)o1	-0.07	i
97	COC(=O)CSc1nc(N)nc(C)c1Cl	-0.35	i
98	COC(C[C@@H](O)C[C@@H](O)[C@@H](C)OCc1ccccc1)OC	-0.08	i
99	S=C(Nc1cccnc1)NC1CC2CCC1C2 (stereo not given)	-0.7	i
100	COC(=O)C(NC(=O)CSc1nc(N)cc(=O)[nH]1)c1ccccc1 (stereo not given)	1.6	i
101	CCC(C)NS(=O)(=O)c1ccc(S(=O)(=O)N2CCCC3(CCCCC3)C2)cc1 (stereo not given)	-2.4	i
102	CCN1CCN(c2ccc(S(=O)(=O)N3CCCCC3)cc2NC(=O)COc2ccc(F)cc2Cl)CC1	-2.9	i
103	N#Cc1ccc(-c2ccc(Cl)cc2)nc1Oc1ccc(F)cc1	0.74	i
104	CN1CCN(C(=O)c2ccc(Cl)c(S(=O)(=O)N3CCCCCC3)c2)CC1	1.5	i
105	COc1ccc(/C=N/N2C(=O)C3C4C=CC(C4)C3C2=O)cc1[N+](=O)[O-] (stereo not given)	-0.78	i
106	Cc1ccc(-c2[nH][nH]c(=O)c(=O)c2N=Nc2ccccc2)cc1	-0.27	i
107	NC(=O)C1CCN(CC(=O)c2c[nH]c3ccc(F)cc23)CC1	0.96	i
108	COc1ccc(Cc2nc3ccc(C(=O)N4C[C@@H](C)O[C@@H](C)C4)cc3o2)cc1OC	0.02	i
109	Cc1ccccc1NC(=S)NCc1ccc2c(c1)cc(C)n2C	1.3	i
110	CCOC(=O)N1CCC(NC(=O)Cn2c3c(c(-c4ccccc4Cl)cc2=O)CCC3)CC1	0.13	i
111	CCOC(=O)c1cnc2ccc(OCC)cc2c1N1CCN(C)CC1	-0.09	i
112	Cc1csc(SCc2ccccc2C(=O)O)n1	0	i
113	O=C1Nc2ccccc2C(O)(C(=O)NC2CC2)N1c1ccc(Cl)c(Cl)c1 (stereo not given)	-2.4	i
114	CCCNC(=O)Nc1cccc(C(=O)OC)c1	1.6	i
115	COc1ccc(-c2c(C#N)c(SCC(N)=O)nc3c2CCCC3)cc1	0.16	i
116	COc1cccc(CC(NC(C)=O)C(=O)NC2CCN(S(=O)(=O)c3ccc(F)cc3)CC2)c1OC (stereo not given)	0.36	i
117	CC(NCc1cc(Br)ccc1OCC(N)=O)C12CC3CC(CC(C3)C1)C2 (stereo not given)	-2.8	i
118	COc1ccccc1C(CNC(=O)c1ccc(NS(=O)(=O)c2ccc(F)c(C)c2)cc1)N1CCCC1 (stereo not given)	-1.3	i
119	O=C(CCSc1ccccc1)Nc1ccc(S(=O)(=O)N2CCOCC2)cc1	-0.01	i
120	COc1ccc(C(=O)NN2C(=O)C3CCC(C)(C2=O)C3(C)C)cc1 (stereo not given)	-0.31	i
121	Cc1ccc2[nH]c(=O)c(CN(CCO)Cc3nnnn3CCc3ccccc3)cc2c1	-0.86	i
122	COc1ccccc1CNC(=O)CCN1C(=O)c2ccccc2C1=O	1.3	i
123	CCN1CCN(C(=O)CN2C(=O)COc3ccc(C)cc32)CC1	0.51	i

# High-throughput results (PubChem BioAssay)
